# Pol iota inh = qHTS for Inhibitors of Polymerase Iota; DNA polymerase iota (Homo sapiens), Q9UNA4; Pol iota fluorescent replication assay, 10 min; Potency, µM (highest dose often 115 µM), for the others: at the highest dose activity, negative = inhibition, usual class: inhibitors; 1% of 390,000 active; AID 588590, 2011
# Target sequence (Q9UNA4 whole entry, looked up): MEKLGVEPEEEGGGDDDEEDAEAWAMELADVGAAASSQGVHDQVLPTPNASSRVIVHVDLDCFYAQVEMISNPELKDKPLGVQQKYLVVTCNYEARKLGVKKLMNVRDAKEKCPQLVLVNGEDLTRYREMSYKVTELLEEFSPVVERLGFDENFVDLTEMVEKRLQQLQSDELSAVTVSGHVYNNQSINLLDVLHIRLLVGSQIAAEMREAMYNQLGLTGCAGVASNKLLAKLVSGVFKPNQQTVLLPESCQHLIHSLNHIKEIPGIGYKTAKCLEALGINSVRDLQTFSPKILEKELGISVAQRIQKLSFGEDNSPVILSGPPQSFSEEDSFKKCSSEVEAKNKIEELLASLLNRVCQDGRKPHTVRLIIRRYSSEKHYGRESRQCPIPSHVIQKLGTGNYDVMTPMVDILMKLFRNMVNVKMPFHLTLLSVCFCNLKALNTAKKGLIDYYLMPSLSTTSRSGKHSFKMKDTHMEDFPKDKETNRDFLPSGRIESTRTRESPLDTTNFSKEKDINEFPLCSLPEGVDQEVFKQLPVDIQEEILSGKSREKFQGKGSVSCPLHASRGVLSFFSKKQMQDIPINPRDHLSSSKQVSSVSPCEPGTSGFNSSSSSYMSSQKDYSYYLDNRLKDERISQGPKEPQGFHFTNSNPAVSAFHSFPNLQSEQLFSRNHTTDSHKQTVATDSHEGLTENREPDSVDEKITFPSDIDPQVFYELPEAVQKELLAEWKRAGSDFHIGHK
#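 Fluorescent replication assay read twice, at 0 min and 10 min after adding 50 nM (final) substrate. Enzyme (10 nM) and compounds were first incubated 15 min at room temperature; enzyme-free buffer wells were negative controls.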
# POLH inh = qHTS for Inhibitors of Polymerase Eta. DNA polymerase eta (Homo sapiens), Q9Y253. recombinant Pol eta, fluorescent DNA replication assay. Potency, µM (top dose mostly 114 µM), without a hit: at the highest dose activity change, negative = inhibition, hits mostly inhibitors. 1.2% of 390,000 active; further: on the % scale 0 is the no-effect control and ±100 the full control effect
#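 Fluorescent replication assay: 50 nM final substrate added after a 15 min room-temperature compound preincubation with 10 nM enzyme. Signal taken at 0 min and again at 10 min.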
# POLK inh = qHTS for Inhibitors of Polymerase Kappa | DNA polymerase kappa (Homo sapiens), Q9UBT6 | purified Pol kappa, fluorescent DNA synthesis assay, 10 min | Potency, µM (series often up to 107 µM), for inactives: top-dose activity, negative = inhibition, actives largely listed as inhibitors | 0.53% of 400,000 active; further: on the % scale 0 is the no-effect control and ±100 the full control effect
#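 Enzyme at 10 nM met test compounds for 15 min at room temperature. Substrate addition (50 nM final) began the reaction, which was monitored by fluorescence at 0 and 10 min.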
# Starred values were filed as active, the others as inactive; ? = inconclusive; & = joins results of further samples; ! = not confirmed by another sample; [ ] = dose if it differs, or a comment. The call rests on the fitted dose curve; in most records, active means well fitted inhibition curve with a large enough effect; inconclusive means small, poorly fitted or top-dose-only effect, or another doubt; inactive means no such curve, though single readings can be large or run the other way. Potency means the concentration at half of the fitted maximal effect. The list is partial. The share of hits here may be higher or lower than overall.
Structure | Pol iota inh | POLH inh | POLK inh
CCOC(=O)[C@@H](C)N(C(=O)OC(C)(C)C)S(=O)(=O)N(Cc1ccccc1)[C@H](C(=O)OC)C(C)C | 50%&12%[activator] | -23% | -2%&-17%
COc1cccc(C(=O)NN2CCOCC2)c1 | -15% | 4% | -11%
OC1CCCC1NCc1ccnc2cc(Cl)ccc12 (stereo unspecified) | 49%[activator] | -13% | -7%
Cc1noc(C)c1-c1ccc2nc[nH]c(=O)c2c1 | -8% | 6% | -14%
CCc1ccc2c(c1)Sc1ccccc1CC2N1CCN(C)CC1 (stereo unspecified) | 16% | -10% | 9%
Cc1cccc2nc3ccccc3cc12 | 96%[activator] | 0% | -4%
COC(=O)Cc1cc(C)cc2c(=O)cc(-c3ccoc3)oc12 | ? | 50µM* | -41%
C[C@H]1CN[C@H](CCO)/C1=C\c1ccccc1 | -18% | 4% | 7%

# Single values from above:
# Cc1noc(C)c1-c1ccc2nc[nH]c(=O)c2c1 @ Pol iota inh: -8%
# CCc1ccc2c(c1)Sc1ccccc1CC2N1CCN(C)CC1 (stereo unspecified) @ POLH inh: -10%

# Next part:
Structure | Pol iota inh | POLH inh | POLK inh
CC(=NNC(=O)c1ccncc1)c1cccc(Cl)c1 | 21% | -20% | -16%
COc1ccc(NS(=O)(=O)c2cccc(C(=O)NCC(c3ccc(OC)cc3)N3CCCCC3)c2)cc1 (stereo unspecified) | -14% | -10% | -7%
O=C(Nc1ccccc1)c1cccc(NC(=O)c2ccco2)c1 | 24% | -19% | -7%
CCOC(=O)C1CCCN(C(=O)c2ccc(Cl)c(S(=O)(=O)N3CCc4ccccc43)c2)C1 (stereo unspecified) | 53%[activator] | -7% | -17%
C=CCOc1cccc(C2C(C(=O)c3ccc(C)o3)=C(O)C(=O)N2CCCn2ccnc2)c1 (stereo unspecified) | 6% | 6% | -13%
Cc1ccc(NS(=O)(=O)N2CCCCC2)cc1 | -11% | -21% | -15%
CC1Oc2cc3oc4c(O)c5c(cc4c(=O)c3c(O)c2C1(C)C)C=CC(C)(C)O5 (stereo unspecified) | -7% | ? | 15%
CCOC(=O)CCNC(=O)N1CCC(CCOc2ccccc2)(C(=O)OCC)CC1 | -1% | -7% | -7%
CN(Cc1ccccc1)C(=O)c1cccc(NC(=O)Cc2ccc(NC(=O)C3CCCN(C(=O)C4CC4)C3)cc2)c1 (stereo unspecified) | 33%[activator] | -19% | 9%
CC(C)Cc1nnc(N)s1 | 9% | -19% | -5%
CC(C)C[C@H]1CNC(=S)N1CC1CCN(CC2CCC(C(C)(C)C)CC2)CC1 (stereo partly specified) | 7% | -20% | 7%
Cc1nn(-c2ccccc2)c(C)c1NC(=O)COC(=O)CCc1ccccc1 | 19% | 2% | -3%
Nc1nonc1-n1nnc(C(=O)N/N=C/c2cccc(Cl)c2)c1CN1CCCC1 | 21% | -18% | 1%
COc1ccc(CC2(CO)COc3ccccc3C2=O)cc1 (stereo unspecified) | 91%[activator] | -14% | 3%
COc1cc(C)c(CN2CCN(c3ncccn3)CC2)cc1C | 180%[activator] | -21% | 3%
COc1ccc(C(OC(=O)c2ccco2)C(=O)NC(C)(C)C)cc1OC (stereo unspecified) | -18% | -7% | -7%
CC(C)(C)OC(=O)N1CCC(C(=O)Nc2cccc(C(=O)NCCc3ccccc3)c2)CC1 | 7% | -19% | -5%
O=C(Nc1c(Br)cc2c(c1Br)Cc1ccccc1-2)C(Cl)Cl | 21% | -18% | -9%
[O-]/[N+](=N\Nc1ccc(Cl)cc1)c1ccccc1 | -11% | -3% | -17%
CCN(CC(=O)Nc1c(F)cccc1F)C(=O)c1ccc(OCC(=O)N2CCOCC2)c(OC)c1 | 38%[activator] | -2% | -9%
Cc1oc2nc(SCC(=O)NC3CCCCC3)nc(N)c2c1C | -6% | -11% | -18%
COc1ccc(NC(=O)N(C)C[C@H]2Oc3ccc(NS(=O)(=O)c4ccccc4)cc3C(=O)N([C@H](C)CO)C[C@@H]2C)cc1 | 2% | -1% | -2%
CCOc1cc2c(C#N)c(N(CC)CC)nc(N)c2c(N)n1 | 10µM* | -16% | -5%
Cc1cccc(C(=O)NC(C)c2ccc(-n3ccnc3)cc2)c1C (stereo unspecified) | 5% | -16% | 6%
CN(C)CCCn1c2c3ccccc3ccc2c2oc(=O)c3ccccc3c21 | 14µM* | ? | 50µM*!
CC1=CC(=O)[C@@H](OC(=O)Nc2ccc(C)cc2)[C@@H](c2ccccc2Br)N1C | 8% | -2% | -6%
COc1ccc(OC(C)C(=O)NC2CCCCCCC2)cc1 (stereo unspecified) | -12% | -9% | -9%
COc1ccc(S(=O)(=O)N2CCN(Cc3cc4c(cc3Br)OCCO4)CC2)cc1 | 18% | -3% | -4%
CC(C)(C)CC(C)(C)SSc1n[nH]c(=S)s1 | ? | ? | -4%
Cc1cccc2c1CCCC2=O | 1% | -12% | 3%
CC1(C)CC(=O)C2=C(C1)N(c1ccccc1)C(=O)C(C(=O)OCc1ccccc1)C2 (stereo unspecified) | 16% | -7% | 6%
COc1cc(/C=C/C(C)=NNc2ccccc2)ccc1O | 15% | -8% | -7%
COCCN(C(=O)CSc1nnc(-c2ccncc2)n1C)c1c(N)n(CC(C)C)c(=O)[nH]c1=O | 4% | -2% | -11%
O=S(=O)(CC(O)(c1ccccc1)c1ccccc1)CC(O)(c1ccccc1)c1ccccc1 | 2% | -8% | -19%
CC1=C(C(=O)OCc2ccccc2)C(c2ccccc2OS(=O)(=O)c2ccc(C)cc2)NC(=O)N1CCCC(=O)O (stereo unspecified) | ? | 10% | -5%
O=[N+]([O-])c1ccc(NN=Cc2ccc(O)cc2O)nc1 | -3% | -20% | -17%
O=C(Nc1cccc(C(=O)N2CCCCC2)c1)C1CCCCC1 | 4% | -11% | 2%
Nc1c(Cl)cc(N=Nc2ccccc2)cc1Cl | 3% | -25% | -13%
CCOC(=O)[C@@H]1[C@H]2COc3cc(OC)ccc3[C@@H]2N2C(=O)N(c3ccc(C)cc3)C(=O)[C@]12C | 1% | -17% | -14%
O=C(CSc1nnc(-c2ccccc2NC(=O)c2ccccc2)o1)OC1CCCCC1 | 13% | -8% | -11%
CCCOc1ccc(C(=O)OCCN2CCCCC2)c(O)c1 | 59%[activator] | -18% | 1%
O=c1cc(Br)c(O)c(Br)cc1Br | 4.5µM* | 18µM* | 50µM*
COCOc1ccc(/C=C/C(=O)c2c(OCOC)cc(OCOC)c(CC=C(C)C)c2O)cc1OCOC | 54%[activator] | -18% | 8%
COc1ccccc1CN1C(=O)[C@H]2Cc3c([nH]c4ccccc34)C(C)(C)N2C1=O | -10% | -16% | 9%
COc1cccc2c1C(=N)c1c(O)c3c(c(O)c1C2=O)CC(O)(C(C)=O)CC3OC1CC(N)C(O)C(C)O1 (stereo unspecified) | ? | ? | ?
CC(=O)C1(O)C(C)CC2C3CC(F)C4(O)CC(O)CCC4(C)C3CCC21C (stereo unspecified) | 23% | -16% | -7%
O=C(C1CC1)N1CCc2cc(Br)c(S(=O)(=O)N3CCCCCC3)cc21 | 25% | -12% | 0%
O=S(=O)(NC1CC1)c1ccc(Br)cc1N1CCC[C@H]1CO | 8% | -13% | -15%
O=C(CN1C(=O)c2ccccc2C1=O)NC(Cc1ccccc1)C(=O)O (stereo unspecified) | 16% | -17% | -7%
Cc1nc(C2CCCCC2)c(-c2ccccc2)c(N2CCOC2=O)c1C | ? | -29% | -5%
COc1ccc(-c2csc(C(C#N)=C(O)CSc3nccn3C)n2)cc1OC | 14µM* | 45µM* | -25%
COc1ccc(CN2C(=O)[C@@H]3Cc4c([nH]c5ccccc45)C(C)(C)N3C2=O)cc1 | -28% | -6% | -3%
COc1cc2c3c(n(C)c(=O)c2cc1OC)-c1cc2c(cc1C3=O)OCO2 | ? | -2% | ?
COc1cc(NS(=O)(=O)c2ccc(N/C=C\C(=O)c3ccc(C)cc3)cc2)nc(OC)n1 | ? | -9% | -11%
O=C(Nc1ccc(Cl)cn1)c1ccc(-c2ccc(Cl)c(Cl)c2)o1 | 3% | -13% | 2%
COc1ccccc1/C=N/NC(=O)c1nnn(-c2nonc2N)c1-c1ccccc1 | 20% | -13% | -8%

# (list continues)
Structure | Pol iota inh | POLH inh | POLK inh
O=C1c2cc(S(=O)(=O)N(CCO)CCO)ccc2-c2ccc(S(=O)(=O)N(CCO)CCO)cc21 | 102%[activator] | -11% | -7%
O=C1CCC[C@@H]2C[C@@]3(C[C@@H]4CCN1[C@H]24)Nc1cc(Cl)ccc1NC3=NCc1ccccc1 | 5%&21% | -18% | 7%&-10%
C#CCNC(=O)C1=C[C@H](c2ccc(C#C)cc2)C[C@H](OCc2ccc(CO)cc2)O1 | ? | 45µM* | ?
CC1(C(=O)OCC(=O)Nc2cc(S(=O)(=O)N3CCOCC3)ccc2Cl)CC1(Cl)Cl (stereo unspecified) | ? | -16% | -3%
COc1ccc(Cl)cc1NC(=O)CN1CCN(C(=O)N2CCOCC2)CC1 | 4% | -7% | -1%
Nc1ccc(S(=O)(=O)NCC2CCCCO2)cc1 (stereo unspecified) | 13% | -6% | -16%
CCCCCCCCS(=O)c1sc2nc3c(cc2c1N)CCCC3 (stereo unspecified) | 12% | -23% | -8%
O=C(Nc1nnc(-c2ccc(Cl)s2)o1)C1CCCCC1 | 18% | -5% | -1%
O=C1CCCc2ccc3ccccc3c21 | 81%[activator] | -14% | -1%
c1ccc(COc2ncnc3c2ncn3CCCNCCN2CCOCC2)cc1 | 6% | -15% | -15%
COc1ccccc1NC(=O)COc1ccc(C(F)(F)F)cc1[N+](=O)[O-] | 1% | -1% | -4%
O=C(Nc1ccc(Nc2ccccc2)cc1)c1ccc(Cl)cc1[N+](=O)[O-] | -8% | -10% | 13%
COC(=O)c1sc2ccc(C)cc2c1C(=O)OC | 15% | -2% | -11%
O=C(CCc1nc(-c2ccc(Cl)cc2)no1)OCc1ccc(Br)cc1 | -7% | -12% | -21%
Cc1cc(O)c(C(C)C)cc1N=Cc1ccc(N(C)C)cc1 | ? | -21% | -13%
O=c1[nH]cc(CN2CCOCC2)c(=O)[nH]1 | 19% | -2% | -11%
NC1=C(Cl)C(=O)c2ccccc2C1=O | -6% | -7% | -16%
Cc1ccc(Cn2c(C(C)Nc3nc(-c4ccc(F)cc4)cs3)nc3cc(C(=O)NCCCO)ccc32)cc1 (stereo unspecified) | ? | -22% | 1%
N#Cc1c(N)nc(SC2CCCCC2=O)c(C#N)c1-c1ccco1 (stereo unspecified) | 13% | 6% | -2%
Cc1ccc(C(=O)Nc2ccc(Nc3ccccc3)cc2)cc1C | -26% | -17% | -4%
O=C1CCCc2cc3c(ccc4ccccc43)cc21 | 13% | -1% | -8%
Nc1nccc(NCCSCc2ccccc2)n1 | 71%[activator] | -10% | 2%
CCC(c1nnc(SCC(=O)N(C)c2ccccc2)n1Cc1ccccc1)N(C)C (stereo unspecified) | 15% | -4% | -9%
Cc1cc2oc3ccc(NCCCN4CCOCC4)cc3c(=O)c2cc1C | 4% | -6% | -1%

# Arranged by SMILES length (rising): 6 of the compounds above.
Structure | Pol iota inh | POLH inh | POLK inh
CC(C)Cc1nnc(N)s1 | 9% | -19% | -5%
COc1ccc(-c2csc(C(C#N)=C(O)CSc3nccn3C)n2)cc1OC | 14µM* | 45µM* | -25%
O=C(Nc1ccc(Nc2ccccc2)cc1)c1ccc(Cl)cc1[N+](=O)[O-] | -8% | -10% | 13%
COc1ccccc1CN1C(=O)[C@H]2Cc3c([nH]c4ccccc34)C(C)(C)N2C1=O | -10% | -16% | 9%
COc1ccc(CN2C(=O)[C@@H]3Cc4c([nH]c5ccccc45)C(C)(C)N3C2=O)cc1 | -28% | -6% | -3%
COc1ccc(NC(=O)N(C)C[C@H]2Oc3ccc(NS(=O)(=O)c4ccccc4)cc3C(=O)N([C@H](C)CO)C[C@@H]2C)cc1 | 2% | -1% | -2%

# The listing continues.
Structure | Pol iota inh | POLH inh | POLK inh
OCC1OC(n2ccc3c(SCc4ccccc4)ncnc32)C(O)C1O (stereo unspecified) | 20% | -18% | -2%
Cc1cc(C)c2c(=O)[nH][nH]c2n1 | 11% | -13% | -3%
CC1CC2OC2CC1COC(=O)C1CC2OC2CC1C (stereo unspecified) | 36%[activator] | -13% | -2%
CCCCN(C(=O)c1cc(S(=O)(=O)N2CCCCC2)ccc1Cl)c1c(N)n(CC(C)C)c(=O)[nH]c1=O | 27% | 3% | -5%
O=C(Cc1ccc(Br)cc1)NCCc1ccccc1 | 21% | -4% | 0%
COC(=O)C1=C(CCc2ccccc2)NC(=O)NC1c1ccc(C#N)cc1 (stereo unspecified) | 11% | -11% | -4%
O=C(O)CC(CN1C(=O)c2ccccc2C1=O)c1ccccc1 (stereo unspecified) | 27% | -13% | -7%
O=C(Cc1ccc(Cl)cc1)N1CCc2ccccc2C1 | 27% | -9% | 2%
CCOC(=O)c1c(N/C=C(\C#N)c2nc(-c3ccc(OC(C)=O)cc3)cs2)sc2c1CCC2 | 20% | -4% | -12%
CC(=O)n1cc([C@H]2C=C(C(N)=O)O[C@@H](OCc3ccc(CO)cc3)C2)c2ccccc21 | ? | -13% | -11%
Cc1ccc2c(c1C)C(=O)C(=O)N2 | 12% | -10% | -9%
